# Assay outcomes from PubChem.
# 12-LOX inh = blocks human arachidonate 12S-lipoxygenase. P18054. purified 12hLO, xylenol orange hydroperoxide absorbance. Potency, µM (highest dose often 108 µM), inactives show at the highest dose activity change, negative = inhibition, usual class: inhibitors. hit rate 1.1% among 580,000. AID 1671190; active = well fitted inhibition curve with a large enough effect; inconclusive = small, poorly fitted or top-dose-only effect, or another doubt; inactive = no such curve, though single readings can be large or run the other way; note: potency is the fitted concentration of half-maximal effect
# Target sequence (P18054 whole entry, looked up): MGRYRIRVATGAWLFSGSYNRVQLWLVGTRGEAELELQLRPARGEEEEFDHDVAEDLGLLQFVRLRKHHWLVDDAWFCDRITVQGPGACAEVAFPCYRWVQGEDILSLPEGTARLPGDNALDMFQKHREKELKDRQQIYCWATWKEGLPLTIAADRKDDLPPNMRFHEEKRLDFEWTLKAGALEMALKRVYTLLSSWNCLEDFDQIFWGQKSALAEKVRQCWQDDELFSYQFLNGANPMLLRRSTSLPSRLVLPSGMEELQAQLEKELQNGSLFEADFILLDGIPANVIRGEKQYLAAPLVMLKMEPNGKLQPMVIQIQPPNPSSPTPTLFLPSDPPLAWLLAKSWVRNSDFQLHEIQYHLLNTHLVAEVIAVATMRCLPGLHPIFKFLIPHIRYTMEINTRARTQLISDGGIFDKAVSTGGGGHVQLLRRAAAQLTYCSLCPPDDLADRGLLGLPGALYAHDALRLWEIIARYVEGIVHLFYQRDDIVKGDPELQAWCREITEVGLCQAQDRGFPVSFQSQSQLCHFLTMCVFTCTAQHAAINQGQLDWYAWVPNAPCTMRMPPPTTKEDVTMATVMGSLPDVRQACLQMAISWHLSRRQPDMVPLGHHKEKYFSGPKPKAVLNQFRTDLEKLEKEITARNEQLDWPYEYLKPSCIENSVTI
#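 Purified human 12hLO at 150 nM in 25 mM Hepes, 0.01% Triton X-100, pH 7.0, preincubated 15 min at room temperature with compound. Reaction started with 40 uM arachidonic acid, 30 min at room temperature. Hydroperoxide measured by Fe-xylenol orange, 573/405 nm absorbance ratio.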
# LDHA inh = LDHA (human) enzyme inhibition; purified LDHA, NADH/diaphorase-resazurin fluorescence; stronger effect = lower value; P00338; hit rate 0.15% among 480,000; activity change, % (values are at about 110 or 230 µM); in the data active = activity change below about -30%; inconclusive = mostly about -25% to -30%;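 note: plate controls were DMSO wells for no effect and wells without enzyme for full effect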
#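 LDH5 2 nM; NADH 0.06 mM, pyruvate 0.2 mM; 200 mM Tris pH 7.4, EDTA, Tween-20; 5 min RT. Detection: diaphorase 0.133 mg/mL + resazurin 37 µM, fluorescence ex540/em590 at 0 and 20 min; normalized to enzyme-free and DMSO wells.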
# The depositor's hits bear a star; ? = inconclusive; [ ] = another dose, or the depositor's remark. Unless noted, % is set by controls: 0 for no effect and ±100 for the full control effect. This is a subset; count on the stated rates, not on these rows.
SMILES,12-LOX inh,LDHA inh
CC(C)(C)NC(=O)c1cccc(NC(=O)c2ccc(Cl)c(Cl)c2)c1,?,2.9
CCCCCNC(=O)C(C1CC1)n1c(=O)c(-c2ccco2)nc2ccccc21 (stereo unspecified),35.5µM*,0.4
Cc1nn(CC(=O)NCCOc2ccccc2)c(=O)c2ccccc12,-21.2%,6.9
Cc1cc(Sc2cc(C)c(O)c(C(C)(C)C)c2)cc(C(C)(C)C)c1O,?,-23.5
O=C(CCc1ncc(-c2ccc(F)cc2)o1)NCCN1CCOCC1,-58.0%,-3.6
O=C(Nc1cccc(-c2nnnn2C2CC2)c1)NC1CCCCCC1,-50.0%,3.4
CCOc1cc(/C=C2/NC(=O)NC2=O)cc(Br)c1OCC(=O)O,?,4.3
CCOC(=O)c1ccc(NC(=O)c2sc(NC(=O)c3ccccc3)c(C(=O)OCC)c2C)cc1,27.1%,-1.9
Cc1ccc(-c2cnc(CCC(=O)Nc3nc(C)cs3)o2)cc1,-18.4%,6.3
CCCCc1ccc(NC(=O)N2CCN(Cc3ccc(Cl)s3)CC2)cc1,2.9%,5.3
COc1ccc(-c2c(C(=O)c3ccccc3)[nH]c(N)c2C(=O)c2ccccc2)cc1OC,-28.0%,8.0
O=C(CN1CCN(S(=O)(=O)c2ccc(F)cc2)CC1)N1CCCC1c1ccc2c(c1)OCCO2 (stereo unspecified),3.2%,31.8
CC(=O)N1CCN(S(=O)(=O)c2cccc3cc(C)cnc23)CC1,57.4%,-1.3
COc1cc(S(=O)(=O)Nc2ccccc2OC)ccc1NC(C)=O,-2.8%,-0.7
CCN(Cc1ccc(Br)s1)C(=O)Cn1nnc(-c2ccc(Cl)cc2)n1,-22.7%,-8.9
O=C(CCC1CCCO1)NC1CCCCCC1 (stereo unspecified),-29.1%,-3.8
O=C(/C=C/c1ccc(-c2c(Cl)cccc2Cl)o1)c1ccccc1,?,3.6
CNc1c(NC(=O)Nc2ccc(Cl)cc2)c(=O)oc2ccccc12,?,1.1
O=c1c(-c2cccs2)nc2ccccc2n1C(c1ccccn1)c1nc2ccccc2[nH]1 (stereo unspecified),39.8µM*,14.9
CC(C)CNC(=O)C(Cc1ccccc1)NC(=O)C(c1ccccc1)c1ccccc1 (stereo unspecified),-22.3%,3.8
CCCN(C)C1CN(Cc2cn(Cc3ccc(C(F)(F)F)cc3)nn2)S(=O)(=O)C1 (stereo unspecified),-2.6%,-3.5
CCc1ccccc1NC(=O)Cn1nc(C)c2ccccc21,37.9%[activator],-5.2
O=C(O)CCC(NC(=O)C12CC3CC(CC(C3)C1)C2)C(=O)O (stereo unspecified),?,-6.2
CCCN(CC(F)(F)F)C(=O)c1ccc(NC(=O)NC(C)C)cc1,-27.5%,5.1
O=C(NCc1cccnc1-n1cccn1)c1ccc(-c2ccc(F)cc2)o1,-5.3%,-7.9
CC(=O)Nc1ccc2nc(SCc3cccc(Br)c3)sc2c1,?,7.5
CCOC(=O)c1c(NC(=O)c2nc3nc(C)cc(C(F)F)n3n2)sc2c1CCC(C)C2 (stereo unspecified),-25.2%,7.6
CCNc1c(NC(=O)Nc2cccc(OC)c2)c(=O)oc2ccccc12,?,-2.2
CN(C)Cc1ccccc1CNC(=O)CCc1nc2ccccc2s1,-3.1%,2.7
CCNc1c(NC(=O)Nc2ccccc2)c(=O)oc2ccccc12,-13.8%,-9.6
O=S(=O)(NCCc1ccc(-n2cccn2)cc1)c1ccccc1,46.4%,5.1
N#CC1=C(N)OC2=C(C1c1ccccc1Cl)S(=O)(=O)N(Cc1ccc(F)cc1)c1ccccc12 (stereo unspecified),-5.7%,2.7
CC(C)CN(C(=O)CN(C)C(=O)Cc1cccc2ccccc12)c1c(N)n(CC(C)C)c(=O)[nH]c1=O,?,?
CCCOc1nc2ccccc2nc1N1CCC(C(=O)NC2CCCC2)CC1,?,-11.6
Cc1cccc(C)c1NC(=O)COC(=O)CC1Sc2ccccc2NC1=O (stereo unspecified),?,8.3
O=C(CSc1ncnc2sc3c(c12)CCC3)Nc1ccc(F)cc1,?,3.1
O=C1NC[C@@H](CCCCN2C[C@H](Cc3ccc(O)cc3)N(CCC3CCCCC3)C(=O)C2=O)N(Cc2ccccc2)C1=O,?,3.5
O=C(CCl)N1c2ccccc2S(=O)c2ccccc21,-8.0%,4.5
O=C(Nc1ccc(Cc2nc3ccccc3s2)cc1)C1CC=CCC1 (stereo unspecified),?,0.8
Cc1nnc(NC(=O)c2cc(=O)c3ccc(C)c(C)c3o2)s1,-12.3%,5.1
Cc1cc(C)cc(NC(=O)c2ncoc2-c2cccs2)c1,-5.7%,2.5
O=C(NNC(=O)C1CCC(c2ccccc2)CC1)c1ccc(Br)cc1 (stereo unspecified),-43.9%,7.2
COc1ccc(C2SCCN2S(=O)(=O)c2ccc(Cl)c(Cl)c2)cc1 (stereo unspecified),-2.4%,-3.3
Cc1ccc2[nH]c(-c3ccccc3)cc2c1,-21.2%,6.8
COc1ccccc1-c1nc(COc2ccccc2C#N)cs1,-1.6%,1.5
Cc1nn(CCc2nc(-c3ccc(OC(F)F)cc3)cs2)c2[nH]c(=O)cc(C(F)(F)F)c12,?,0.3
COCCn1c(SC(C)C(=O)Nc2ccc(Cl)cn2)nc2ccccc21 (stereo unspecified),?,7.2
COC(=O)c1ccccc1NC(=O)CSc1nnc(-c2ccc(Cl)cc2)n1Cc1ccco1,0.9%,8.4
Cc1ccccc1CSc1nc(=O)c2c(n1C)NC(=O)CC2c1ccc(OCC(N)=O)cc1 (stereo unspecified),?,2.9
Cc1ccc(-c2cc(C(=O)Nc3ccc(C(N)=O)cc3)c3ccccc3n2)o1,7.94µM*,-2.1
Cc1cc(C)c2c(c1C)OC/C2=N/O,17.3%,-0.1
CC(C)(CO)Nc1nc(-c2ccccc2)c2cc(Br)ccc2n1,-35.0%,4.3
Cc1ccc(S(=O)(=O)Nc2nc3ccccc3nc2Nc2ccc(C)c(F)c2)cc1,-2.4%,-2.3
Cc1nc(-c2ccc3c(c2)-c2ccccc2C3)cs1,0.316µM*,-4.7
COc1ccc2nc(C#N)ccc2c1,24.7%,3.3
O=C(c1sccc1-c1ccccc1)N1CCN(S(=O)(=O)c2ccc(F)cc2F)CC1,?,-2.2
COc1cccc(NC(=O)CCCc2nc(C(C)C)no2)c1,?,7.3
CCC(=O)Nc1cccc(NC(=O)c2cnn(-c3ccccc3F)c2C)c1C,-7.9%,17.3
CC(C)c1ccc(/C=N/c2sc3c(c2C#N)CCCC3)cc1,-15.7%,0.2
O=S(=O)(Cc1ccc(F)cc1)Cc1nc2ccccc2s1,-13.9%,-3.6
# (list continues)
SMILES,12-LOX inh,LDHA inh
Clc1nc2ccccc2cc1CSc1ccc2c(c1)OCCO2,9.7%,3.4
CC(C)(C)c1ccc(NC(=O)CC2(C(=O)O)CCCC2)cc1,-12.7%,10.7
Cc1cccc(NC(=O)CC23CC4CC(CC(C4)C2)C3)c1C,-1.6%,7.1
Cc1cc(O)ccc1C1CCCCC1,?,-4.1
Cc1oc(-c2ccc(Cl)cc2)nc1CS(=O)CC(=O)NCCN1CCOCC1 (stereo unspecified),?,9.6
Clc1cc(Cl)c(N/N=C/c2ccccc2I)c(Cl)c1,?,1.5
O=C(CSc1ncccn1)c1ccc2c(c1)OCCO2,-0.8%,2.1
CCc1ccc(S(=O)(=O)N2CCN(C(=O)Nc3ccccc3Br)CC2)cc1,-12.9%,-4.7
O=c1oc2cc(O)ccc2cc1-c1nc(-c2ccccc2)cs1,7.5%,0.5
Cc1cc(/C=C(/C#N)C(=O)OC(C)C)cc(C)c1OC(F)F,40.1%[activator],1.0
COc1cccc(-c2oc3c(c2C#CC2(N)CCCCC2)C(O)CCC3)c1 (stereo unspecified),?,-0.4
CC(C)Cn1c(NC2CCCCC2)nc2c1c(=O)[nH]c(=O)n2C,-20.4%,-5.3
Cc1ccc(C(=O)C(Sc2ncc(C(F)(F)F)cc2Cl)c2ccc(C)cc2)cc1 (stereo unspecified),-59.7%,2.7
CC(=O)c1ccc(C(=O)N(C)Cc2ccc(C)cc2C)s1,?,2.9
Cc1ccc(-c2ccccc2)n1-c1cccnc1,-13.6%,0.0
O=C(O)C(c1c[nH]c2cc(OCc3ccccc3)ccc12)N1CCN(c2ccc(Cl)cc2)CC1 (stereo unspecified),?,6.1
CC(C)NC(=O)c1ccccc1NC(=O)Cn1cnc2c1c(=O)n(C)c(=O)n2C,1.7%,-10.9
CSc1ccc(/C=C2\COc3ccccc3C2=O)cc1,?,11.3
O=C(Cn1c(=O)[nH]c2c(-c3ccccc3)c[nH]c2c1=O)NCc1ccc(F)cc1,?,7.7
CCOC(C)C(=O)NCCc1cccs1 (stereo unspecified),-2.4%,-13.9
Cc1cc(Br)ccc1NC(=O)c1nc2ccccc2nc1N1CCCC1,-0.6%,-4.6
Cc1c(-c2nc3ccccc3[nH]2)c(NC(=O)CC(C)C)n(CC2CCCO2)c1C (stereo unspecified),3.1%,-6.7
CCOC(=O)C(NC(=O)c1ccccc1Cl)(Nc1ccc(OC)cc1OC)C(F)(F)F (stereo unspecified),9.0%,15.1
CCC(=O)NCCCNC(=O)c1cc(-c2ccccc2)nc2ccccc12,?,-1.1
CCOC(=O)C1=C(Nc2ccccc2)O/C(=C/c2ccc(F)cc2)C1=O,34.3%[activator],0.8
Cn1c(=O)c2c(nc(Cl)n2Cc2ccccc2C#N)n(C)c1=O,3.7%,3.3
CC(C)(C)NC(=O)c1ccc(C(=O)NCC2CC2)cc1,?,4.0
C=CCNc1oc(/C=C/c2cccc(OC)c2)nc1C#N,?,4.5
CC(C)(NC(=O)/C=C/c1cccnc1)c1ccc(Br)cc1,14.5%,2.0
CC(=O)Nc1cc(-c2nc3ccc(C)cc3o2)ccc1Cl,-25.7%,-2.1
CC(C)(C)NC(=O)NC(=O)COC(=O)c1cc(-c2cccs2)nc2ccccc12,-5.3%,2.8
Cc1oc(-c2ccc(Cl)cc2)nc1Cn1nc(C)c2c(C)onc2c1=O,?,12.7
O=C(Nc1cc(C(F)(F)F)ccc1C(=O)O)c1ccc(F)cc1F,?,-2.8
CC(C)c1cc(C(=O)O)c(O)c(C(C)C)c1,?,-1.7
Cn1c(=O)[nH]c(=O)c2c1nc(N1CCN(Cc3ccc(F)cc3)CC1)n2Cc1ccccc1,?,-0.2
CC[n+]1c(C)ccc2cc(C)ccc21,5.62µM*,-0.1
C#CCNC(=O)C[C@@H]1C[C@@]2(C(=O)OC)CCCCC=C2N(Cc2ccc3c(c2)OCO3)C1=O,-18.6%,-3.4
Cn1ncc(C(=O)NCc2ccccc2)c1-n1cccc1,39.1%[activator],-14.4
N#CC1=C(N)OC2=C(C(=O)CC(c3ccccc3)C2)C1c1ccccc1C(F)(F)F (stereo unspecified),-3.5%,4.5
COc1ccc(Cc2nc3c4c(C)c(C)n(C5CCCCC5)c4ncn3n2)cc1OC,15.0%,1.5
COC(=O)[C@]12CCCCC=C1N(Cc1ccco1)C(=O)[C@H](CC(=O)NCc1cccc(C(F)(F)F)c1)C2,0.0%,0.9
O=C(NCc1ccncc1)c1cc(-c2ccccc2Cl)nc2ccccc12,-18.1%,-0.3
C=CCNC(=O)c1ccccc1NC(=O)c1cnccn1,-5.5%,0.2
O=C(CSc1ccccc1Br)c1ccc2c(c1)OCCO2,67.2%,12.3
CCc1ccc(NC(=O)CCC2=C(C)NS(=O)(=O)N=C2C)cc1,-13.7%,-0.5

# A draw from above in order of heavy-atom count, ascending:
SMILES,12-LOX inh,LDHA inh
O=C(CSc1ccccc1Br)c1ccc2c(c1)OCCO2,67.2%,12.3
O=C(NCc1ccncc1)c1cc(-c2ccccc2Cl)nc2ccccc12,-18.1%,-0.3
COC(=O)[C@]12CCCCC=C1N(Cc1ccco1)C(=O)[C@H](CC(=O)NCc1cccc(C(F)(F)F)c1)C2,0.0%,0.9

# The list goes on:
SMILES,12-LOX inh,LDHA inh
CCc1nnc(NC(=O)Cc2coc3cc4c(cc23)CCC4)s1,38.9%,0.8
O=C(Nc1nnc(-c2ccccc2)o1)C1CCN(S(=O)(=O)c2cccc(Cl)c2Cl)CC1,?,9.1
Cn1nc(C(=O)N2CCc3sccc3C2)c2ccccc2c1=O,39.4%[activator],-1.6
COc1ccccc1-c1cc(C(=O)Nc2ccc(C)cc2)no1,-12.9%,-6.2
COc1ccc(C(=C(Cl)Cl)c2ccc(OC)cc2)cc1,-7.0%,0.4
O=C(NCCc1c[nH]c2ccccc12)c1ccc(F)cc1,-6.0%,5.5
CCNC(=S)Nc1ccc(F)c(Cl)c1,?,-1.5
CCc1ccc(-c2cc(C(F)F)n3ncc(C#N)c3n2)cc1,48.7%,-7.8
CCN(CC)C(=S)SCC(=O)c1ccc(OC)cc1,?,-14.6
O=C(OCCOc1ccccc1Cl)c1cc(=O)c2ccccc2o1,?,6.9
CCCCCCc1cc2cc(C(C)=O)c(=O)oc2cc1O,?,-2.6
CN(C)c1ccc(NC(=O)c2ccc(C#N)cc2)cc1,-28.8%,-14.1

# In a second layout: entries from further up
Compound	12-LOX inh	LDHA inh
COc1ccc(C(=C(Cl)Cl)c2ccc(OC)cc2)cc1	-7.0%	0.4
CN(C)c1ccc(NC(=O)c2ccc(C#N)cc2)cc1	-28.8%	-14.1
O=C(Nc1nnc(-c2ccccc2)o1)C1CCN(S(=O)(=O)c2cccc(Cl)c2Cl)CC1	?	9.1
CCCCCCc1cc2cc(C(C)=O)c(=O)oc2cc1O	?	-2.6
